Screens from PubChem.
HCMV antiviral = blocks human cytomegalovirus replication; activity change, negative = inhibition, % at 57.5 µM; 4.5% of 410,000 active; AID 1259415; HFF cells, HCMV-luciferase reporter, 72 h; stronger effect = lower value; in the data active = activity change below about -60%; inconclusive = no clear call, values can overlap the other calls; inactive = above about -39%
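Two-dose cell screen: HFF monolayers treated with compounds and infected with luciferase-expressing HCMV at 1 PFU/cell, 72 h at 37C, then lysed for luciferase measurement.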
AMA1 RON2 block = AMA1-RON2 (P. falciparum) interaction inhibition | 0.2% of 360,000 active | Potency, µM (series often up to 58.2 µM), without a hit: at the highest dose activity change, negative = inhibition, usual class: inhibitors | AlphaScreen AMA1-biotinylated RON2 peptide binding;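 also: potency is read from the fitted curve at half-maximal effect; 0% = vehicle wells and -100% = peptide control; nearly all actives have a fitted effect of over 45% in size; some results filed as inactive show a strong effect at the top dose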
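AMA1 (3D7) with his tag at 25 nM final met compounds first, then biotinylated RON2 peptide at 25 nM; detection used donor plus acceptor beads, 10 µg/mL apiece, read by AlphaScreen after 30 min at room temperature.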
Sm TGR block = S. mansoni TGR enzyme inhibition; Potency, µM (doses to about 114 µM), for the others: top-dose activity change, negative = inhibition, hits mostly inhibitors; purified TGR, DTNB reduction, TNB absorbance 405 nm; Q962Y6; 3% of 360,000 active; also: potency is read from the fitted curve at half-maximal effect; nearly all actives have a fitted effect of over 60% in size
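Kinetic colorimetric format: TGR-catalysed, NADPH-driven DTNB reduction monitored via TNB absorbance. Enzyme dispensed at 20 nM; compound exposure 15 min at room temperature before reaction start.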
AmpC inh no detg = AmpC beta-lactamase inhibition without detergent. AmpC nitrocefin hydrolysis, absorbance 480 nm, 0.0001% Triton. Potency, µM (doses to about 57.1 µM), inactives show at the highest dose activity change, negative = inhibition, usual class: inhibitors. 0.52% of 330,000 active. AID 485341;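 also: potency is read from the fitted curve at half-maximal effect; plate controls were no compound for no effect and no enzyme for full effect; nearly all actives have a fitted effect of over 20% in size; some results filed as inactive show a strong effect at the top dose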
Target sequence (P00811 whole entry, looked up): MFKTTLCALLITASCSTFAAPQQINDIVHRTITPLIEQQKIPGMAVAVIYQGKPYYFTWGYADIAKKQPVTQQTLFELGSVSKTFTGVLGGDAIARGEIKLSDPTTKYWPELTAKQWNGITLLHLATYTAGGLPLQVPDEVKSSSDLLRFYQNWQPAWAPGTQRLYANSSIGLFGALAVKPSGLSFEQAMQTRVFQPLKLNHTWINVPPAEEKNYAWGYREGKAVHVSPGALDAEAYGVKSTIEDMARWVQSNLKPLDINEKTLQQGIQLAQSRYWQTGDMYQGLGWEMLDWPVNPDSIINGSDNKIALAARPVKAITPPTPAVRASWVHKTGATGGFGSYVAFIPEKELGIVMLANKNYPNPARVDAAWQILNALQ
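AmpC (5.3 nM in the dispensed reagent) in 20 mM phosphate pH 7.0 with 0.01% (detergent screen) or 0.0001% Triton X-100 was preincubated with compounds for 15 min at room temperature. Nitrocefin was then added from an 800 uM solution, and hydrolysis was followed at 480 nm.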
FBPA Giardia inh = blocks Giardia fructose-bisphosphate aldolase activity | A8B2U2 | purified Giardia FBPA | Potency, µM (highest dose often 59.6 µM), inactives show top-dose activity, negative = inhibition, most hits filed as inhibitors | 0.71% of 290,000 active; also: potency is read from the fitted curve at half-maximal effect; nearly all actives have a fitted effect of over 55% in size
Target sequence (A8B2U2 whole entry, looked up): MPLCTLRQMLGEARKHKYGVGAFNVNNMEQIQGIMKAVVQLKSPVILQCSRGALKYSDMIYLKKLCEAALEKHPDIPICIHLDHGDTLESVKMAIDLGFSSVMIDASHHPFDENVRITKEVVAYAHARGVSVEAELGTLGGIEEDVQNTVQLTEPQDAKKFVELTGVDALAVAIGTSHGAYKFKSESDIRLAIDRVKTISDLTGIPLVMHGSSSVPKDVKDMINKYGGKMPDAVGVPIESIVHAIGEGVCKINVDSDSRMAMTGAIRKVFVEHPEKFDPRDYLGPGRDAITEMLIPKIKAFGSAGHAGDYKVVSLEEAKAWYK
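40 nM FBPA preincubated 10 min at RT with compound (up to 57.5 uM final), then substrate plus GAPDH/TPI/NAD/arsenate coupling and diaphorase/resazurin added. Fluorescence read after 20 min at RT, 525/598 nm.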
AmpC inh detg = AmpC beta-lactamase inhibition with detergent present; P00811; Potency, µM (doses to about 114 µM), for the others: at the top dose activity change, negative = inhibition, actives largely listed as inhibitors; AmpC hydrolysis of nitrocefin, absorbance 480 nm, 0.01% Triton; 0.041% of 370,000 active;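 also: potency is read from the fitted curve at half-maximal effect; 0% = no-compound wells and -100% = no-enzyme wells; nearly all actives have a fitted effect of over 25% in size; some results filed as inactive show a strong effect at the top dose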
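AmpC (5.3 nM in the dispensed reagent) in 20 mM phosphate pH 7.0 with 0.01% (detergent screen) or 0.0001% Triton X-100 was preincubated with compounds for 15 min at room temperature. Nitrocefin was then added from an 800 uM solution, and hydrolysis was followed at 480 nm.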
* hit, by the source's call; ? = inconclusive; nt = no result given; & = joins results of further samples; [ ] = remark or other dose. Unless noted, calls follow the shape of the dose curve; as a rule, active = well fitted curve in the direction sought with a large enough effect; inconclusive = small, poorly fitted or top-dose-only effect, or another doubt; inactive = no such curve, though single readings can be large; an effect the other way counts as inactive or inconclusive. Unless noted, % is scaled to controls: 0 for no effect and ±100 for the full control effect.

SMILES | HCMV antiviral | AMA1 RON2 block | Sm TGR block | AmpC inh no detg | FBPA Giardia inh | AmpC inh detg
N#CCC(=O)N/N=C/c1ccc(Sc2nc3ccccc3s2)o1 | -99* | 50%[activator] | -6% | ? | -23% | -4%
Cc1cccc(-c2noc(-c3ccccc3C(=O)NCC3CCCO3)n2)c1 (centres undefined) | 67 | 4% | 4% | 1% | 16% | -1%
CC(C)(C)c1cc[n+](-c2nc([O-])sc2C=O)cc1 | -19 | 2% | -12% | -1% | -29% | ?
CCSc1nc(N)nc(-c2cccs2)c1C#N | 28 | 21% | -9% | -32% | 1% | 1%
C=CCNC(=S)NNc1ncnc2sc3c(c12)CC(C)(C)OC3 | -105* | 25% | -24% | -23% | -22% | ?
NS(=O)(=O)c1ccc(NC(=O)CCC(=O)N2CCOCC2)cc1 | -22 | -18% | -8% | -9% | 1% | -1%
CCCCCc1ccc(CC(=O)Nn2c(C)nc3ccccc3c2=O)cc1 | -69* | -4% | 2% | 146%[activator] | 10% | -2%
O=C(CCCCn1c(=O)c2ccccc2n(CC(=O)NC2CCCC2)c1=O)NC1CCCC1 | -16 | -4% | -20% | -10% | 8% | -3%
CSCCC(NS(=O)(=O)c1ccccc1F)C(=O)NCC(c1ccco1)N(C)C (centres undefined) | -7 | 15% | nt | -5% | nt | nt
Cc1cc(C)c2c(c1)/C(=N/NC(=O)c1cc(C)oc1C)CCC2 | 43 | 2% | -4% | -20% | 16% | 6%
COc1ccc(CCNC(=O)/C(C#N)=C/c2ccc(OCC(=O)NCC3CCCO3)cc2)cc1OC (centres undefined) | -23 | -2% | 0% | 113%[activator] | -3% | 0%
COc1ccc(C(=O)Nc2ccc(CN3CCCCC3)cc2)cc1 | -21 | -3% | -19% | -37% | -2% | -1%
Cn1c(=O)c2c(nc(NCc3ccco3)n2Cc2ccccc2Cl)n(C)c1=O | -31 | 1% | -24% | -24% | -12% | -1%
Cc1cccc(C)c1NC(=O)CN(C)C(=O)c1cccc(-n2cccc2)c1 | 12 | -20% | -3% | 3% | nt | -10%
O=C(O)CCCC(=O)Nc1ccc(C(=O)N2CCCCC2)c(Cl)c1 | -14 | 4% | -9% | -33% | 4% | -7%
O=C1COc2ccc(C(=O)CSc3nnc(-c4cccs4)n3Cc3ccccc3)cc2N1 | -18 | -12% | -7% | -20% | 14% | -8%
COCCNC(=O)c1ccc(N2CC3CC(C2)c2cccc(=O)n2C3)c([N+](=O)[O-])c1 (centres undefined) | 69 | 3% | -7% | 220%[activator] | 4% | -3%
Fc1cccc(NC(=S)N2CCn3cccc3C2c2cccnc2)c1 (centres undefined) | 43 | 1% | -22% | -34% | 1% | -2%
COc1ccccc1N1CCN(/N=C/c2cccc(OC)c2O)CC1 | 3 | 2% | nt | 11% | -1% | -4%
CC(=O)OCC1OC(OC(C)=O)C(NC(=O)Cc2ccccc2)C(OC(C)=O)C1OC(C)=O (centres undefined) | -24 | 85%[activator] | -28% | 8% | 0% | -1%
O=C(COc1cc(F)ccc1[N+](=O)[O-])Nc1ccc(N2CCOCC2)cc1 | -16 | 2% | 45µM* | -25% | 3% | -7%
O=Cc1cccc(OC(=O)/C=C/c2ccco2)c1 | 35 | -25% | 28µM* | -27% | 1% | ?
Cc1nc(-c2nc(-c3c(C(=O)NN)noc3C)cs2)cs1 | 12 | 10% | -2% | -31% | -22% | ?
Cc1noc(C)c1NC(=O)Nc1ccc2c(c1)C(=O)N([C@H](C)CO)C[C@H](C)[C@@H](CN(C)S(=O)(=O)c1ccc(F)cc1)O2 | 9 | 32%[activator] | nt | 201%[activator] | nt | nt
CN1C(=O)CSC1=Nc1ccc(Br)cc1 | -12 | -2% | 1% | -17% | -2% | -2%
O=C(CN(C(=O)c1csnn1)c1ccc2c(c1)OCCO2)NCc1ccccc1 | 26 | -4% | -1% | -12% | -3% | -13%
O=C(COc1ccc(-n2cnnn2)cc1)Nc1ccc(F)c(F)c1F | -33 | -4% | -1% | -19% | nt | -3%
CN(C)S(=O)(=O)c1ccc(C(=O)Nc2nc(-c3ccccc3)c(C(=O)c3ccccc3)s2)cc1 | -1 | -17% | -5% | -19% | 2% | ?
CCOP(=O)(OCC)c1nc(-c2ccc(Cl)cc2Cl)oc1N1CCCCC1 | ? | 4% | 3% | 227%[activator] | -6% | 1%
CC(C)C[C@H](NC(=O)[C@@H]1Cc2ccccc2CN1)C(=O)Nc1ccc(C(C)C)cc1 | nt | 38%[activator] | 6% | 1% | nt | -2%

Taken from above.
HCMV antiviral, Cc1nc(-c2nc(-c3c(C(=O)NN)noc3C)cs2)cs1 = 12
AMA1 RON2 block, CC(=O)OCC1OC(OC(C)=O)C(NC(=O)Cc2ccccc2)C(OC(C)=O)C1OC(C)=O (centres undefined) = 85%[activator]

The listing picks up with the 4 entries that preceded the break.
SMILES | HCMV antiviral | AMA1 RON2 block | Sm TGR block | AmpC inh no detg | FBPA Giardia inh | AmpC inh detg
O=C(COc1ccc(-n2cnnn2)cc1)Nc1ccc(F)c(F)c1F | -33 | -4% | -1% | -19% | nt | -3%
CN(C)S(=O)(=O)c1ccc(C(=O)Nc2nc(-c3ccccc3)c(C(=O)c3ccccc3)s2)cc1 | -1 | -17% | -5% | -19% | 2% | ?
CCOP(=O)(OCC)c1nc(-c2ccc(Cl)cc2Cl)oc1N1CCCCC1 | ? | 4% | 3% | 227%[activator] | -6% | 1%
CC(C)C[C@H](NC(=O)[C@@H]1Cc2ccccc2CN1)C(=O)Nc1ccc(C(C)C)cc1 | nt | 38%[activator] | 6% | 1% | nt | -2%
O=C(Nc1ccc(F)c(Cl)c1)NC1CC1 | -7 | -22% | 17% | -11% | -1% | 0%
O=C(Nc1ccc2c(c1)OCO2)C1CCN(S(=O)(=O)c2cccc3cccnc23)CC1 | -10 | 1% | 5% | -17% | -1% | 2%
Cc1c(C#N)c(NC(=O)CCl)n(Cc2ccccc2)c1C | ? | 0% | 3.2µM* | -28% | -10% | -1%
Cc1cc(C)c(CN2C(=O)c3ccccc3S(=O)(=O)c3ccc(C(=O)OCC4CCCO4)cc32)c(C)c1 (centres undefined) | -1 | nt | 6% | nt | nt | -6%
Cc1nc(=O)c(-c2ccccc2)c(C)n1-c1cccc(/C=C/C(=O)O)c1 | -25 | 11% | -7% | -3% | 9% | ?
CCOc1cccc(C(=O)Nc2c(C(=O)c3ccc(OC)cc3)oc3ccccc23)c1 | ? | nt | 0% | nt | nt | 28%
COC(=O)[C@H]1C[C@@H]1[C@H](NC(=O)c1cnccn1)c1ccccc1 | 4 | 3% | -1% | -17% | 4%&8% | ?
CC(C)CC(NC(=O)CCC(=O)OCC(=O)[C@@]1(O)CCC2[C@@H]3CCC4=CC(=O)C=C[C@]4(C)C3[C@@H](O)C[C@@]21C)C(=O)O (some centres undefined) | 112 | 4% | -13% | 0% | 1% | -9%
CCC(C)n1c(=N)c(C(=O)NC2CCCCC2)cc2c(=O)n3ccccc3nc21 (centres undefined) | -27 | nt | -2% | nt | nt | 12%
O=C(/C=C/c1ccc2c(c1)OCO2)Nc1nc(-c2ccc(F)cc2F)cs1 | nt | nt | 1% | ? | -9% | -10%
CC(C)OC(=O)C1C(=O)CC(C)(O)C(C(=O)OC(C)C)C1c1cccc([N+](=O)[O-])c1 (centres undefined) | -30 | 7% | -1% | -5% | 1% | 5%
CCc1ccc(NC(=O)Nc2ccncc2)cc1 | -28 | 9% | nt | -28% | 2% | -1%
CCOC(=O)c1csc(-c2ccc3c(c2)CCO3)n1 | -10 | 9% | -16% | -8% | -4% | -3%
Cc1ccc(NC(=O)Cn2c(=O)n(CCc3ccccc3)c(=O)c3c4c(sc32)CCCC4)c(C)c1 | -4 | nt | 0% | nt | nt | 21%
COCCCNC(=O)C1CCN(S(=O)(=O)c2c(C)noc2/C=C\c2ccc(OC)cc2)CC1 | 32 | -10% | 0% | 33% | -1% | 0%
COc1ccc(C(=O)NCCS(=O)(=O)N2CCCCCC2)cc1 | -9 | -3% | 1% | -5% | nt | -17%
COc1ccccc1NC(=O)c1cn(CCC#N)nc1-c1ccc(F)cc1 | -9 | 13% | -29% | 15% | -8% | -15%
CC(C)O/C(=N\S(=O)(=O)c1ccc(Cl)cc1)c1ccccc1 | 25 | 7% | -20% | -28% | 0% | 2%
Cc1ccc(F)cc1NC(=O)COC(=O)C1CCN(c2ccc(C(F)(F)F)cn2)CC1 | 9 | 12% | 0% | ? | nt | 2%
COc1ccc(S(=O)(=O)N2CCN(C(=O)CCCN3C(=O)NC4(CCCC4)C3=O)CC2)cc1 | -31 | 2% | 1% | 20% | nt | 0%
CCOC(=O)C1C(c2ccc(Cl)cc2)NC(=S)NC1(O)C(F)(F)F (centres undefined) | 14 | 3% | -4% | -19% | 2% | 0%
OCCC1CN(Cc2cccn2-c2nccs2)CCN1C1CCCCC1 (centres undefined) | ? | -4% | -8% | -10% | -1% | -4%
C[C@H]1COc2c(C3(N)CC3)c(F)cc3c(=O)c(C(=O)O)cn1c23 | nt | nt | 0% | -16% | ? | -9%
Cc1cccc(OCCNc2cc(N3CCN(CCO)CC3)ccc2[N+](=O)[O-])c1 | -3 | ? | -2% | 136%[activator] | -20% | -3%
O=C(CN1CCCN(Cc2ccc(F)cc2Cl)C1=O)NC1CCCCCCC1 | -20 | -2% | 2% | 102%[activator] | nt | -3%
CC(=O)c1c(C)cc(C)c(CSc2nc(C)cc(=O)[nH]2)c1C | -36 | -2% | -21% | 20% | -7% | -7%
Cc1cc(CN(C)C(=O)CC2C(=O)NCCN2Cc2ccc(-c3ccccc3)cc2)on1 (centres undefined) | -21 | 20% | ? | 136%[activator] | ? | -11%
CC(=O)NCCc1nc2cc(NC(=O)c3ccccc3)ccc2n1C | -2 | 0% | 2% | -7%[2.29 µM] | -3% | 0%
Nc1ccccc1Oc1ncc(C(F)(F)F)cc1Cl | -3 | 6% | -6% | 79%[activator] | 3% | -2%
O=S(=O)(c1ccc(Br)cc1)c1nc(-c2cccs2)oc1SCc1ccccc1F | -9 | nt | 4% | nt | nt | 7%
CN(CCC(=O)c1ccccc1)CCC(=O)c1ccccc1 | -26 | -19% | 0% | 3% | -5% | 6%
O=C(NCC1CCCO1)c1cccc(Br)c1 (centres undefined) | 7 | 2% | -21% | -27% | 4% | ?
O=C(CN(Cc1ccccc1)C(=O)CCC(=O)Nc1ccccn1)NCCc1ccccc1 | 18 | -4% | 3% | 0% | 8% | 9%
COc1ccc(-n2c(Cc3cccn3C)nnc2SCC(=O)NCC2CCCO2)cc1 (centres undefined) | 11 | 12% | ? | 142%[activator] | 1% | ?
CCc1nnc(NC(=O)C(=O)c2cc(C)n(-c3ccccc3)c2C)s1 | ? | nt | -4% | nt | nt | 18%
CC12CC3(C)CC(C)(C1)CC(C(=O)NCC(=O)O)(C2)C3 | -13 | 12% | nt | -32% | 7% | -2%
Cc1nc(N2CCOCC2)sc1C=O | -37 | 7% | 1% | -22% | 1% | 2%
CN(Cc1nc(-c2cccnc2)no1)S(=O)(=O)c1ccc(Br)cc1 | -7 | 0% | 3% | 15% | -4% | -13%
